# HCMV antiviral: inhibitors of human cytomegalovirus. HFF cells, HCMV-luciferase reporter, 72 h; active compounds read low. activity change, negative = inhibition, % at 57.5 µM. 410,000 tested, 4.5% active; in the data active = activity change below about -60%; inconclusive = no clear call, values can overlap the other calls; inactive = above about -39%
#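 Compounds were evaluated in HFFs infected with an HCMV luciferase reporter virus (MOI 1 PFU/cell). Luciferase in lysates collected 72 h post infection served as the replication measure.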
# Sm TGR block: inhibitors of Schistosoma mansoni thioredoxin glutathione reductase; 360,000 tested, 3% active; Potency, µM (titrated, usually from 114 µM), for the others: at the top dose activity change, negative = inhibition, most hits filed as inhibitors; AID 485364; purified TGR, DTNB reduction, TNB absorbance 405 nm; Q962Y6; note: potency is the fitted concentration of half-maximal effect; nearly all actives have a fitted effect of over 60% in size
#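 First, TGR (20 nM dispensed) and NADPH were mixed with compound. Second, a 15 min room-temperature incubation followed. Third, further NADPH and then DTNB were added to start the reaction. Finally, TNB absorbance was monitored kinetically.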
# FBPA Giardia inh: Giardia lamblia aldolase inhibition; A8B2U2; purified Giardia FBPA; Potency, µM (doses to about 59.6 µM), for the others: at the top dose activity, negative = inhibition, hits mostly inhibitors; 290,000 tested, 0.71% active; note: potency is the fitted concentration of half-maximal effect; nearly all actives have a fitted effect of over 55% in size
# Target sequence (A8B2U2 whole entry, looked up): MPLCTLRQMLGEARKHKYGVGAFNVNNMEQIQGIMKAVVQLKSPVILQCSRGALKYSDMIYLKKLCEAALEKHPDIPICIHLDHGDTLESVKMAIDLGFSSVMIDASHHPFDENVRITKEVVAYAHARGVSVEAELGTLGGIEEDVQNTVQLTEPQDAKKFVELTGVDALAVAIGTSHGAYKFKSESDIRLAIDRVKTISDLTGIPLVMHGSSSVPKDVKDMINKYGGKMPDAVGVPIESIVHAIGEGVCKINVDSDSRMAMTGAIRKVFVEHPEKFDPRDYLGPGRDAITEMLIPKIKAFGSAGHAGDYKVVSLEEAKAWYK
#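 Giardia FBPA (40 nM reagent) was preincubated 10 min at RT with compound (up to 57.5 uM final), then substrate plus GAPDH/TPI/NAD/arsenate coupling system with diaphorase/resazurin was added; resorufin fluorescence (525/598 nm) was read after 20 min.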
# AmpC no deterg: AmpC beta-lactamase inhibition without detergent; AmpC nitrocefin hydrolysis, absorbance 480 nm, 0.0001% Triton; Potency, µM (titrated, usually from 57.1 µM), without a hit: top-dose activity change, negative = inhibition, actives largely listed as inhibitors; P00811; 330,000 tested, 0.52% active;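 note: potency is the fitted concentration of half-maximal effect; plate controls were no compound for no effect and no enzyme for full effect; nearly all actives have a fitted effect of over 20% in size; some results filed as inactive show a strong effect at the top dose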
# Target sequence (P00811 whole entry, looked up): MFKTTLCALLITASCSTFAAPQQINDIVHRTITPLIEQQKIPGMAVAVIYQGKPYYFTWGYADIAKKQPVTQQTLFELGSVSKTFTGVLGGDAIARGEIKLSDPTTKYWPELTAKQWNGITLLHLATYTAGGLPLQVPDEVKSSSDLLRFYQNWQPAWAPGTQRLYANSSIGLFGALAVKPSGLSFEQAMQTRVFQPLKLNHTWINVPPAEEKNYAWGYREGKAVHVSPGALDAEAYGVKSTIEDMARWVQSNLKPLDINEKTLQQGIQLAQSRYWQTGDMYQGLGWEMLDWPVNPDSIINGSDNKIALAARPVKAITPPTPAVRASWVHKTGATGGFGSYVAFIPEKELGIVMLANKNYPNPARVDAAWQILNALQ
#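 20 mM phosphate pH 7.0 + 0.01% (detergent screen) or 0.0001% Triton X-100; 5.3 nM AmpC reagent; cpd preinc 15 min RT; nitrocefin (800 uM stock) to start; A480 q20 s × 4 min; Activity was normalised to no-enzyme and no-compound control wells.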
# AMA1 RON2 block: disrupts binding of P. falciparum AMA1 to RON2 | AlphaScreen AMA1-biotinylated RON2 peptide binding | Potency, µM (doses to about 58.2 µM), without a hit: at the top dose activity change, negative = inhibition, actives largely listed as inhibitors | 360,000 tested, 0.2% active | AID 720542;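 note: potency is the fitted concentration of half-maximal effect; 0% = vehicle wells and -100% = peptide control; nearly all actives have a fitted effect of over 45% in size; some results filed as inactive show a strong effect at the top dose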
#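 AMA1 (3D7) with his tag at 25 nM final met compounds first, then biotinylated RON2 peptide at 25 nM; detection used donor plus acceptor beads, 10 µg/mL apiece, read by AlphaScreen after 30 min at room temperature.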
# AmpC detergent: inhibitors of E. coli AmpC beta-lactamase with detergent; Potency, µM (doses to about 114 µM), for the others: at the highest dose activity change, negative = inhibition, actives largely listed as inhibitors; 370,000 tested, 0.041% active; P00811; AmpC hydrolysis of nitrocefin, absorbance 480 nm, 0.01% Triton;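 note: potency is the fitted concentration of half-maximal effect; 0% = no-compound wells and -100% = no-enzyme wells; nearly all actives have a fitted effect of over 25% in size; some results filed as inactive show a strong effect at the top dose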
#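 AmpC (5.3 nM in the dispensed reagent) in 20 mM phosphate pH 7.0 with 0.01% (detergent screen) or 0.0001% Triton X-100 was preincubated with compounds for 15 min at room temperature. Nitrocefin was then added from an 800 uM solution, and hydrolysis was followed at 480 nm.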
# An asterisk follows results filed as active; u = inconclusive; x = not tested or not shown; [ ] = remark or other dose. Unless noted, calls come from the whole dose curve; as a rule, active = well fitted curve in the direction sought with a large enough effect; inconclusive = small, poorly fitted or top-dose-only effect, or another doubt; inactive = no such curve, though single readings can be large; an effect the other way counts as inactive or inconclusive. Unless noted, % is set by controls: 0 for no effect and ±100 for the full control effect.
no.	SMILES	HCMV antiviral	Sm TGR block	FBPA Giardia inh
1	COc1ccc(-c2c([C@H]3[C@@H]4C=CCC[C@@]4(C)C(=O)N3Cc3ccccc3)ccc3ccccc23)cc1OC	-60*	-24%	6%
2	O=C(OCc1cc(=O)n2nc(C3CC3)sc2n1)c1cccc(NC(=O)c2ccccc2Cl)c1	11	-1%	x
3	CN(C)S(=O)(=O)c1ccc(NC(=O)COC(=O)c2ccccn2)cc1	22	29%	-1%
4	CC1CCCCN1CC(O)COc1ccc(OCC(O)CN2CCCCC2C)cc1 (centres undefined)	23	-25%	0%
5	CCc1cc2cc(C)ccc2nc1SCC(=O)N1CC(=O)Nc2ccccc21	u	-7%	7%
6	Cc1nn(C)cc1S(=O)(=O)NCc1ccccc1Cl	6	-20%	7%
7	O=C(CSc1ccccc1)NCc1cccnc1	13	-18%	-1%
8	Cc1cc(Cl)ccc1OCC(=O)NN1C(=O)C2C3C=CC(C3)C2C1=O (centres undefined)	u	7%	9%

no.	AmpC no deterg	AMA1 RON2 block	AmpC detergent
1	42%	-26%	-3%
2	x	x	-5%
3	-36%	22%	2%
4	-15%	2%	-14%
5	-39%	-17%	2%
6	-14%	-10%	3%
7	-8%	1%	u
8	-18%[11.4 µM]	19%	-3%

# Single records, as listed above.
# O=C(CSc1ccccc1)NCc1cccnc1 in the list: HCMV antiviral: 13; Sm TGR block: -18%; FBPA Giardia inh: -1%; AmpC no deterg: -8%; AMA1 RON2 block: 1%; AmpC detergent: u
# COc1ccc(-c2c([C@H]3[C@@H]4C=CCC[C@@]4(C)C(=O)N3Cc3ccccc3)ccc3ccccc23)cc1OC in the list: HCMV antiviral: -60*; Sm TGR block: -24%; FBPA Giardia inh: 6%; AmpC no deterg: 42%; AMA1 RON2 block: -26%; AmpC detergent: -3%

# Remaining list, next part
no.	SMILES	HCMV antiviral	Sm TGR block	FBPA Giardia inh
9	COc1ccc(OC)c(NC(=O)c2cccc(S(=O)(=O)N(Cc3ccccc3)c3ccccc3OC)c2)c1	5	-6%	-4%
10	c1ccc2c(CNC3CCCCCC3)c[nH]c2c1	11	-5%	0%
11	COc1cc2c(cc1OC)C(c1ccc(F)cc1)N(c1ccccc1)C(=O)C2 (centres undefined)	28	-3%	x
12	COc1cccc(NC(=O)CSc2nncn2-c2ccccn2)c1	8	1%	4%
13	Cc1cccc(C(=O)O/N=C(\N)Cc2cccc3ccccc23)c1	x	-23%	10%
14	Cc1ccc(-n2ncc(C(=O)NCCc3ccsc3)c2C2CCN(C(=O)OC(C)(C)C)CC2)c(C)c1	0	-1%	x
15	CCOc1cc(CNn2cnnc2SCC(=O)NC(C)(C)C)ccc1OCC(=O)NC(C)(C)C	-33	2%	3%
16	O=C(CSc1nc(=O)n(CCCN2CCOCC2)c2c1CCC2)Nc1ccc([N+](=O)[O-])cc1	-20	-9%	x

no.	AmpC no deterg	AMA1 RON2 block	AmpC detergent
9	-19%	-5%	-15%
10	-8%	13%	u
11	x	x	-9%
12	-4%	-25%	0%
13	-29%	2%	-7%
14	x	x	21%
15	-4%[2.29 µM]	-9%	-9%
16	203%[activator]	2%	0%

# Compounds from the list above that contain an aryl thioether with sulfur outside any ring (5):
no.	SMILES	HCMV antiviral	Sm TGR block	FBPA Giardia inh
5	CCc1cc2cc(C)ccc2nc1SCC(=O)N1CC(=O)Nc2ccccc21	u	-7%	7%
7	O=C(CSc1ccccc1)NCc1cccnc1	13	-18%	-1%
12	COc1cccc(NC(=O)CSc2nncn2-c2ccccn2)c1	8	1%	4%
15	CCOc1cc(CNn2cnnc2SCC(=O)NC(C)(C)C)ccc1OCC(=O)NC(C)(C)C	-33	2%	3%
16	O=C(CSc1nc(=O)n(CCCN2CCOCC2)c2c1CCC2)Nc1ccc([N+](=O)[O-])cc1	-20	-9%	x

no.	AmpC no deterg	AMA1 RON2 block	AmpC detergent
5	-39%	-17%	2%
7	-8%	1%	u
12	-4%	-25%	0%
15	-4%[2.29 µM]	-9%	-9%
16	203%[activator]	2%	0%

# More results:
no.	SMILES	HCMV antiviral	Sm TGR block	FBPA Giardia inh
17	CC1CCCN(S(=O)(=O)c2cccc(C(=O)OCC(=O)N(C)Cc3c(F)cccc3Cl)c2)C1 (centres undefined)	-3	x	x
18	CC12CCC(=O)N1C(C(=O)N1CCN(S(=O)(=O)c3ccc(F)c(F)c3)CC1)CS2 (centres undefined)	4	-4%	x
19	CCN(CC)CCCN(C)C(=O)Cn1nc(Cc2ccncc2)c2ccccc2c1=O	u	-1%	23%
20	CC(=O)Nc1ccc(S(=O)(=O)NCc2ccc3c(c2)cc(C)n3C)cc1	-26	0%	-16%
21	CC(C)n1nnnc1SCC(=O)Nc1ccc2c(c1)OCCO2	41	64%[activator]	-16%
22	Cc1nc(C)c2c(=O)cc(-c3ccccc3)[nH]c2n1	-1	5%	-16%
23	O=C(Nc1ccc(N2CCOCC2)cc1)C1CC(=O)N(c2ccc(F)cc2)C1 (centres undefined)	-6	14%	1%
24	O=C1C2CCCC1C(N1CCCCC1)CC2 (centres undefined)	9	0%	u

no.	AmpC no deterg	AMA1 RON2 block	AmpC detergent
17	-15%	-1%[11.6 µM]	x
18	-9%	26%	u
19	-6%	-3%	-2%
20	24%	-25%	-16%
21	74%[activator]	x	u
22	-24%	-8%	3%
23	-11%	-16%	-2%
24	-14%	-17%	-9%

# The list continues.
no.	SMILES	HCMV antiviral	Sm TGR block	FBPA Giardia inh
25	COc1ccccc1C(=O)Nc1ccc(S(=O)(=O)Nc2nccs2)cc1	u	2%	2%
26	COc1cc2c(cc1OC)C(COc1ccc([N+](=O)[O-])cc1)N(C(C)=O)CC2 (centres undefined)	-38	-10%	-3%
27	Cc1nn(CC(=O)NCc2cc3ccccc3[nH]2)c(C)c1[N+](=O)[O-]	89	-1%	1%
28	CN(C)S(=O)(=O)N1CCN(CC(=O)Nc2ccc(Br)cc2)CC1	-2	-24%	-7%
29	COc1ccc(S(=O)(=O)Nc2cccc(Cl)c2)cc1OC	-10	-9%	x
30	COc1ccc([N+](=O)[O-])cc1NC(=O)C(C)OC(=O)c1ccccn1 (centres undefined)	-21	4%	-6%
31	CCC(C)[C@H](NC(=O)Nc1cccc(Cl)c1)C(=O)O (some centres undefined)	32	6%	12%
32	CC(C)OC(=O)c1ccc(NC(=O)C2C3CC4OC(=O)C2C4C3)cc1 (centres undefined)	74	0%	6%

no.	AmpC no deterg	AMA1 RON2 block	AmpC detergent
25	-37%	-4%	-14%
26	84%[activator]	-2%	-2%
27	-21%	-3%	u
28	26%	2%	3%
29	-24%	12%	-14%
30	-10%	3%	7%
31	-18%	9%	-11%
32	-18%	-6%	u

# Further results.
no.	SMILES	HCMV antiviral	Sm TGR block	FBPA Giardia inh
33	CN(C)S(=O)(=O)c1ccc(NC(=O)COC(=O)C2CC3CCCC(C2)C3=O)cc1 (centres undefined)	-6	0%	3%
34	CCCCn1c(=O)[nH]c(=O)c2c1nc(-c1cc(Br)ccc1OC)n2C	-7	-7%	8%
35	COc1ccc(C2=NO[C@@H]3[C@@H]4C[C@@H]([C@H]5C(=O)N(C)C(=O)[C@@H]45)[C@H]23)cc1	-11	-3%	-8%
36	CC(=O)N1CCN(CC(=O)NC(=O)Nc2ccc3c(c2)OCCO3)CC1	21	1%	x
37	O=C(Nc1ccc(Cc2ccncc2)cc1)c1ccco1	79	-24%	1%
38	O=C(O)C1Nc2c(Cl)cc(Cl)cc2C2C=CCC12 (centres undefined)	x	u	7%
39	CC(C)N(C(=O)[C@H]1CC(CC(=O)NCc2cccc(C(F)(F)F)c2)C(=O)N2CCc3c([nH]c4ccccc34)[C@]12C)C(C)C (some centres undefined)	14	x	x
40	O=C(CSc1nnc(-c2cccnc2)n1-c1ccccc1)Nc1ccccc1	-19	-8%	-1%

no.	AmpC no deterg	AMA1 RON2 block	AmpC detergent
33	-2%	7%	-1%
34	-23%	17%	-8%
35	-21%	7%	-7%
36	-9%	0%	u
37	2%	-1%	-16%
38	13µM*	14µM*	u
39	38%	-16%	x
40	-4%	-5%	-9%

# The results go on.
no.	SMILES	HCMV antiviral	Sm TGR block	FBPA Giardia inh
41	CCOc1cc2[nH]c(=O)n(Cc3ccc(C(=O)NCCN(CC)CC)cc3)c(=O)c2cc1OCC	-6	14%	x
42	O=C(Nc1ccc2c(c1)OCO2)c1ccc(N2C(=O)c3ccccc3C2=O)cc1	-21	-8%	-1%
43	N#CCSc1ncnc2ccccc12	-25	2%	3%
44	CC1(C)C2SCC(=O)N2CCN1CC(=O)NN (centres undefined)	27	28%	1%
45	COc1ccccc1C(=O)NC(CCSC)C(=O)NNC(=O)C(C)Oc1ccccc1F (centres undefined)	-11	-5%	x
46	C=C(Br)Cn1c(CC(C)C)nc2ccccc21	13	-1%[11.4 µM]	4%
47	Cc1ccc(NC(=O)N2CCN(Cc3nc4ccc(C)cc4o3)CC2)cc1	-9	-4%	x
48	COC(=O)c1sccc1-c1ccc(C(=O)Nc2cccc(Cl)c2)o1	150	5%	-1%

no.	AmpC no deterg	AMA1 RON2 block	AmpC detergent
41	x	x	5%
42	2%	2%	u
43	-12%	5%	1%
44	0%	1%	5%
45	-13%	99%[activator]	-1%
46	-9%	-2%	-11%
47	x	x	-7%
48	-24%	-4%	u

# The list continues.
no.	SMILES	HCMV antiviral	Sm TGR block	FBPA Giardia inh
49	C/C(=N\NC(=O)c1cc2c(s1)CCC(C)C2)c1ccc[nH]1 (centres undefined)	-16	4%	x
50	CC(C)CNC(=O)COC(=O)c1ccc(Cl)c(S(=O)(=O)N2CCc3ccccc32)c1	-25	4%	0%
51	CN(C(=S)Nc1cccnc1)c1ccc(O)cc1	-18	-32%	u
52	Cc1cc(C(F)(F)F)nn1CC(=O)NCc1cccs1	u	5%	0%
53	Cc1ccc(C(c2nnnn2CC2CCCO2)N2CCN(C(=O)c3ccco3)CC2)cc1 (centres undefined)	6	-21%	1%
54	CC1CCN(C(=O)NC(=O)c2ccccc2)CC1	-14	8%	x
55	Cc1ccc(-c2cc(N)n(-c3ccc(F)cc3)n2)cc1	-32	16%	-3%

no.	AmpC no deterg	AMA1 RON2 block	AmpC detergent
49	-29%	31%[activator]	4%
50	29%	0%	-7%
51	-56%	-14%	3%
52	-17%	-1%	2%
53	58%	18%	-21%
54	-7%	28%	4%
55	-29%	-22%	0%
